Bioassay records from PubChem BioAssay.
ERp5 inh: ERp5 (human) disulfide isomerase inhibition | ERp5 insulin aggregation, absorbance 650 nm, 90 min | Q15084 | 350,000 tested, 0.05% active | inhibition, % at 9.99 µM;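 active = mean replicate inhibition above about 25%, with every replicate also reaching it, limit read from the data, passing the limit was not always enough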
Target sequence (Q15084 whole entry, looked up): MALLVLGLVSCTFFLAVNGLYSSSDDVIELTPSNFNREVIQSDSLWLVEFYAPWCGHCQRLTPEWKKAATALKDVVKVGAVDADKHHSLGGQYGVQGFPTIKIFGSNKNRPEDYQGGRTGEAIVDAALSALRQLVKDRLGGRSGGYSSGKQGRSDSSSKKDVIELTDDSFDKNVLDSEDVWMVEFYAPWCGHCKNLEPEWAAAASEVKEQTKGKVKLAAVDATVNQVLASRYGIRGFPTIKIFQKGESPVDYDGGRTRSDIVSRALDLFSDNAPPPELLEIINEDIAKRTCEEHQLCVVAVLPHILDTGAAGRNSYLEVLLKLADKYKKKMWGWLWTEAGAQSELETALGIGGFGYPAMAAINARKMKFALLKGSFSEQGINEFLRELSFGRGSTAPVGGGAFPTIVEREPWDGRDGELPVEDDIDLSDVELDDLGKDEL
Statin myotox sup: protects C2C12 myotubes from simvastatin toxicity; ATP luminescence, 48 h; scaled: DMSO 0, geranylgeraniol control 100; rescue of ATP level, % at 7.49 µM; 330,000 tested, 0.78% active;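 active = mean ATP rescue above about 67%, or every replicate alone reaching that limit, limit read from the data, passing the limit was not always enough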;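 also: myotubes were challenged with 10 µM simvastatin during compound exposure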
SIRT5 block: blocks human SIRT5 desuccinylation of peptide | Q9NXA8 | Purified SirT5, succinyl-peptide AMC, trypsin-coupled fluorescence | inhibition, % at 15 µM | 330,000 tested, 1.1% active; in the data active = inhibition above about 15%
Target sequence (Q9NXA8 whole entry, looked up): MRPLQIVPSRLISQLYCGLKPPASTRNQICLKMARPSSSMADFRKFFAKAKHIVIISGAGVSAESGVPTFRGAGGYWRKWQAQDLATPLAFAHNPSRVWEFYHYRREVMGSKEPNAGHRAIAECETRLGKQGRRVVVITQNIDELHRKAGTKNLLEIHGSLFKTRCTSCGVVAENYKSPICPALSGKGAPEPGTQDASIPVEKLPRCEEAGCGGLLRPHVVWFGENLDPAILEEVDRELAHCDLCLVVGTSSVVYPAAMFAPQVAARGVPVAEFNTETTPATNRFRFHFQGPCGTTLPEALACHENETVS
miR-122 sensor: miR-122 inhibition in Huh7 cells. AID 602342. activation (reporter increase), % at 12.5 µM. 340,000 tested, 0.3% active. Huh7 miR-122 Renilla luciferase sensor, 48 h; neutral wells = 0, positive control = 100;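 active = mean replicate activation score at least 90 and every replicate individually at or above 90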;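 also: higher luciferase means less miR-122 activity so hits act as miR-122 inhibitors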
esBAF inh: SWI/SNF esBAF complex inhibition; mouse ES cells, Bmi1-luciferase knock-in reporter, 24 h; 100% = twice the neutral-well signal; reporter increase, % at 12.5 µM; 350,000 tested, 2% active; AID 602393; in the data active = activation above about 40%;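 also: 0% = median of the plate's neutral control wells and 100% = double that signal; a rise in the Bmi1 reporter signal indicates esBAF inhibition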
ARNT TACC3 PPI: disrupts binding between human ARNT and TACC3 | inhibition, % at 9.99 µM | AlphaScreen His-ARNT PAS-B/GST-TACC3 binding, luminescence; TACC3 fragment carries E629A point mutation | 390,000 tested, 0.66% active | AID 623870;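 active = mean inhibition of replicates at least 50% and at least half of replicates each reaching 50%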;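 also: 0% = complete ARNT plus TACC3 wells and 100% = ARNT alone without TACC3; many hits fall short of the cut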
Cneo AK release: causes C. neoformans cell lysis | adenylate kinase release luminescence, 4 h; normalised: neutral wells 0, clomiphene wells 100 | lysis activity, % at 15 µM | 360,000 tested, 0.2% active | AID 651654;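 active = mean lysis activity across replicates of at least 80%, whatever share of replicates individually reach that level; inactive = mean lysis activity below 80%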
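Material: C. neoformans cells; Schedule: 4 h static compound exposure, 37 °C, read 1 h post-reagent; Measured by: adenylate kinase release luminescence; Read-out: signal increase indicating cell lysis; Controls: Clomiphene as positive lysis control.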
An asterisk follows results filed as active; x = no result given; & = joins results of further samples; ! = not confirmed by another sample; [ ] = another dose, or the depositor's remark.

Molecule | esBAF inh | SIRT5 block | ARNT TACC3 PPI | miR-122 sensor | ERp5 inh | Statin myotox sup | Cneo AK release
O=C(O)c1nn(CC(=O)N2CCCCCC2)c(=O)c2ccccc12 | x | 1 | -8 | -6 | 0 | x | x
O=C(N/N=C/c1ccncc1)c1cc(C2CC2)nc2ccccc12 | -6 | x | 8 | 0 | x | -10 | 0
COc1cccc(CNC(=O)c2ccccc2-c2ccccc2C(=O)O)c1 | 5 | -6 | -12 | x | 4 | 10 | -2
Cc1ccc(C)c(NC(=O)C(c2ccccc2)N2CCOCC2)c1 (stereo unspecified) | x | -2 | -1 | x | -5 | x | x
CNc1cncc(C(=O)O)c1 | x | -5 | 0 | x | 3 | x | x
COc1ccccc1NC(=O)/C(N=Nc1ccc(C)c(S(=O)(=O)Nc2ccccc2Cl)c1)=C(\C)O | 9 | x | -2 | 4 | 2 | -9 | 0
CN(c1ccccc1C(=O)Nc1ccc(F)c(F)c1)S(C)(=O)=O | -12 | 4 | -3 | 4 | -7 | 4 | 0
C[C@@H]1CCCCO[C@H](CN(C)C(=O)CCC(F)(F)F)[C@@H](C)CN([C@@H](C)CO)C(=O)c2cc(NC(=O)Cc3ccccc3)ccc2O1 | -3 | 3 | -2 | -2[16.7 µM] | 0 | x | -5
C[C@H]1CN([C@@H](C)CO)C(=O)Cc2cc(NC(=O)Cc3ccccc3)ccc2O[C@@H]1CN(C)C(=O)Nc1cccc2ccccc12 | 2 | 0 | -4 | 2[16.7 µM] | -2 | 22 | -1
O=C(NCC[C@H]1CC[C@@H](NC(=O)C2CC2)[C@@H](CO)O1)Nc1ccc(Cl)cc1 | 5 | 1 | -10 | x | 2 | -6 | -1
Cc1nc2ncnn2c(C)c1Cc1cccc(C(F)(F)F)c1 | -1 | 0 | 37 | -3 | 1 | -2 | 1
CCOc1ccc(NC2=C(Cl)C(=O)N(Cc3ccccc3)C2=O)cc1 | x | -1 | -2 | x | 1 | x | x
CCOC(=O)C1(CCc2ccccc2)CCN(C(=O)CCn2cnnn2)CC1 | x | 1 | 23 | x | -6 | x | x
Cc1cc(OCC(=O)Nc2ccc(CN3CCOCC3)cc2)ccc1Cl | -2 | -3 | x | x | 1 | -4 | 2
CC(=O)c1ccc(N2CCN(CCC#N)CC2)c(F)c1 | -5 | x | 0 | 0 | x | 9 | -3
CC(C)C(NC(=O)c1ccc(Cl)c([N+](=O)[O-])c1)C(=O)NCc1ccccn1 (stereo unspecified) | 0 | -1 | -8 | 1 | 3 | 8 | -1
NC(=O)NC(CC(=O)OCC(=O)Nc1nnc(-c2ccccc2)o1)c1ccc(Cl)cc1 (stereo unspecified) | -1 | -3 | x | -1 | -2 | 9 | -13
Oc1ccc(/C=N/Nc2cc(N3CCOCC3)nc(N3CCOCC3)n2)cc1 | -3 | x | 4 | -5 | x | -37 | -4
CCSc1nnc(SCC(=O)NC2CCCCC2)s1 | -10 | -1 | 21 | -3 | -2 | 8 | -1
COc1cccc(N=CNc2cccc(OC)c2)c1 | 38 | 3 | -4 | -7 | -1 | 3 | 0
C[C@@H]1CCCCO[C@@H](CN(C)C(=O)Nc2ccc(C(F)(F)F)cc2)[C@H](C)CN([C@@H](C)CO)C(=O)c2cc(NC(=O)Cc3ccccc3)ccc2O1 | 6 | x | -2 | -12[16.7 µM] | x | x | -1
CO[C@H]1CN(C)C(=O)c2cc(NS(=O)(=O)c3ccc(C)cc3)ccc2OC[C@@H](C)N(Cc2nccs2)C[C@H]1C | -5 | 4 | -23 | x | -5 | 10 | -66
Cc1cccc(C)c1Cn1c(C)c(C(=O)NCc2cccc(Cl)c2)sc1=O | 3 | x | x | x | -3 | 16 | -1
COc1ccccc1-c1coc2c(CN3CCC(C)CC3)c(O)ccc2c1=O | 0 | -23 | -14 | -3 | 2 | -1 | -1
O/N=C(\c1ccc(Cl)cc1)c1ncc(C(F)(F)F)cc1Cl | -11 | x | 2 | x | x | -1 | -4
CCOc1ccc(NC(=O)CN(C)C(=O)C2=COCCO2)cc1OCC | x | -3 | 29 | x | -4 | x | x
CC(=O)Nc1ccc2c(c1)C(=O)N(C)[C@H]1CC[C@@H](CC(=O)NCc3ccc(Cl)cc3)O[C@@H]1CO2 | 1 | -1 | -5 | -20[16.7 µM] | -4 | -3 | 0
CC(C)c1cc(C(=O)NNC(=S)NCc2ccco2)c(O)c(C(C)C)c1 | x | x | -19 | -9 | x | x | 10
Cc1cc(NC(=O)CSCC(=O)OC(C)C(=O)N(C)Cc2ccccc2)no1 (stereo unspecified) | 4 | -1 | -5 | -2 | -2 | 5 | x
COc1ccc(C(=O)Nn2c(C)nc3ccccc3c2=O)cc1OC | x | -2 | -5 | x | 0 | x | x
Cc1ccc2nc(-c3ccc(SCC(=O)O)nc3)[nH]c2c1 | -7 | x | 8 | 3 | x | -9 | -7
CCCNC(=O)C[C@@H]1C[C@@H]2c3cc(NC(=O)COC)ccc3O[C@@H]2[C@@H](CO)O1 | 5 | -4 | 18 | 5[16.7 µM] | 1 | -2 | 10
O=C(Nc1cccc(Cl)c1)c1cccc(N2C(=O)C3CC=CCC3C2=O)c1 (stereo unspecified) | 16 | -2 | -3 | x | 5 | -18 | -9
CCOC(=O)C1CCN(C(=O)c2oc3ccc(S(=O)(=O)N4CC(C)CC(C)C4)cc3c2C)CC1 (stereo unspecified) | 2 | x | -1 | 10 | x | 10 | 2
Cc1ccc(S(=O)(=O)N[C@H]2CC[C@@H](CCNC(=O)c3ccccc3F)O[C@H]2CO)cc1 | -2 | 1 | 1 | 10[16.7 µM] | 2 | -1 | 26
COc1ccccc1NC(=O)N1C[C@@H](O)COC[C@@H]2O[C@@H](CC(=O)NCc3ccccc3)CC[C@H]21 | 5 | 0 | 1 | -3[16.7 µM] | -3 | 20 | 4
CCOc1ccccc1NC(=S)N1CCN(c2cccc(C)c2C)CC1 | -1 | 8 | -9 | -2 | 0 | -7 | 8
CCOC(=O)N1CCN(C(=O)CS(=O)(=O)c2cn(Cc3ccc(F)cc3)c3ccccc23)CC1 | 6 | 0 | -5 | 2 | 4 | 3 | -4
Cc1ccc(NC(=O)CSc2ncccn2)cc1S(=O)(=O)N1CCOCC1 | -2 | 0 | 2 | x | 4 | 4 | 0
CC(=O)c1ccc(N2C(=NC(=O)C(C)C)SC3CS(=O)(=O)CC32)cc1 (stereo unspecified) | -3 | x | -10 | 0 | x | -1 | 0
NCC12CC3CC(CC(O)(C3)C1)C2 | 0 | 5 | -5 | x | -3 | 11 | 0
O=C(NCCN1CCOCC1)C12CC3CC(C1)CC(c1ccccc1)(C3)C2 | x | 13 | -1 | x | -6 | x | x
CCCNC(=O)C[C@@H]1CC[C@@H]2[C@H](COC[C@H](O)CN2Cc2ccncc2)O1 | -6 | -1 | -6 | 1[16.7 µM] | 3 | 8 | 0
O=C1NC(=S)SC1=Cc1ccccc1Cl | 1 | x | -2 | 1 | 4 | -2 | x
Cc1csc(NC(=O)CCC(=O)N(CC(=O)NC2CCCC2)Cc2ccccc2)n1 | -6 | 9 | -4 | -2 | 4 | -9 | 2
CN1OC[C@@H]2CN[C@H](c3ccc(-c4ccccc4)cc3)C[C@@H]21 | 30 | 6 | x | 1 | -10 | 12 | 1
COc1nc(Nc2ccc(O)cc2)nc(OC(C(F)(F)F)C(F)(F)F)n1 | -8 | x | x | 0 | x | -23 | -2
COc1cc(NCC(=O)Nc2cccc(S(=O)(=O)N3CCCCC3)c2)cc(OC)c1OC | 3 | -3 | x | x | 4 | -2 | -1
CCCCOc1ccccc1C1NC(=O)NC(C)=C1C(=O)OCCOC (stereo unspecified) | 3 | 0 | -6 | 1 | 1 | 30 | 2
COc1ccc(NC(=O)/C(=C\c2cccnc2)NC(=O)c2cccs2)cc1 | x | x | -4 | -4 | x | x | 3
C/C(N)=C(/C#N)C(=O)CSc1nnc(-c2ccc(OC(F)F)cc2)o1 | 65*! | 2 | 13&-19 | -2 | 3 | 6&21 | 2&2
COCc1c(C(=O)N2CCN(Cc3nc4ccccc4s3)CC2)oc2ccccc12 | 21 | 3 | 2 | -5 | -3 | -1 | -1
COc1ccc(C(C)=O)c2c1OCCO2 | -9 | x | -2 | -1 | x | x | -2
COC(=O)c1ccc2c(c1)S(=O)(=O)NC(=NCc1ccco1)S2 | 2 | x | x | 4 | x | -11 | 1
CC(O)(c1cccc(F)c1)c1nc(-c2cncnc2)cs1 (stereo unspecified) | -4 | x | x | 0 | x | 7 | -1
C[C@@H]1CN([C@H](C)CO)C(=O)c2cc(NS(=O)(=O)c3ccc(Cl)cc3)ccc2O[C@H]1CN(C)S(=O)(=O)c1ccc(Cl)cc1 | -1 | 7 | -3 | 6[16.7 µM] | 0 | -14 | -2
O=C(NC(=S)N(Cc1ccccc1)c1ccccn1)C1CC1 | -4 | -1 | x | 0 | 0 | 4 | 0
COc1ccc(C(C(=O)NCC2CCCO2)N(Cc2ccccc2)C(=O)c2snc(C(N)=O)c2N)cc1OC (stereo unspecified) | -2 | 1 | -9 | x | 1 | -4 | 2
CC1CCN(C(=O)C2CCN(S(=O)(=O)c3cc(Cl)ccc3Cl)CC2)CC1 | 5 | -3 | 4 | -6 | 5 | -1 | x
O=C(O)c1ccc(N/N=C/c2ccc(OC(=O)c3cccc(Cl)c3)cc2)cc1 | -71 | -4 | -4 | 4 | 3 | -4 | 4

Continued.
Molecule | esBAF inh | SIRT5 block | ARNT TACC3 PPI | miR-122 sensor | ERp5 inh | Statin myotox sup | Cneo AK release
O=C(CSc1cccc[n+]1[O-])Nc1ccc2c(c1)OCCO2 | x | -6 | 2 | x | -3 | x | x
CCOC(=O)c1c(C)[nH]c(C(=O)OCC(=O)N(C)CC(=O)Nc2ccccc2Cl)c1C | -7 | 6 | -13 | x | -5 | 4 | -2
c1cc2ccc3ccc(-n4cnnn4)c4ccc(c1)c2c34 | x | x | -3 | -1 | x | x | 1
CC(C)(C)NC(=O)CSc1nccn1Cc1ccccc1 | 5 | x | -6 | -2 | x | -16 | 8
FCCCOc1ccc(-c2nccc(-c3ccc(F)cc3)n2)cc1 | x | x | -6 | -3 | x | x | 0
Cc1ccccc1N(C(=O)CS(=O)CC(=O)Nc1ccc(F)cc1)C(C)C(=O)NC(C)(C)C (stereo unspecified) | -6 | -4 | -5 | 0 | 3 | 2 | -1
CCCNC(=O)C(Cc1ccccc1F)NC(=O)c1ccccn1 (stereo unspecified) | 9 | -3 | -7 | -2 | -6 | -7 | -1
CCOC(=O)c1cc2c(c(-c3cccc(C#Cc4ccc(OC)c(OC)c4)c3)n1)[C@@H](CCO)N(S(=O)C(C)(C)C)C2 (stereo partly specified) | 0 | 0 | x | 3 | 5 | -6 | 1
O=C(CSc1ccc2nnc(-c3ccccn3)n2n1)Nc1ccccc1F | x | 0 | 53* | -7 | 4 | x | -2
Cc1ccc(NC(=O)COC(=O)C2CC2C)c(S(=O)(=O)N2CCCCC2)c1 (stereo unspecified) | 3 | x | -4 | x | x | 4 | -2
O=C(c1cc(COc2ccc(F)cc2F)on1)N1CCCC(c2ccccc2)C1 (stereo unspecified) | x | 2 | -4 | x | 0 | x | x

esBAF inh, entries above that show a hit
Structure	esBAF inh	SIRT5 block	ARNT TACC3 PPI	miR-122 sensor	ERp5 inh
C/C(N)=C(/C#N)C(=O)CSc1nnc(-c2ccc(OC(F)F)cc2)o1	65*!	2	13&-19	-2	3

Some of these compounds in order of the SIRT5 block value, descending:
| Compound | esBAF inh | SIRT5 block | ARNT TACC3 PPI | miR-122 sensor | ERp5 inh |
| --- | --- | --- | --- | --- | --- |
| CCOC(=O)c1c(C)[nH]c(C(=O)OCC(=O)N(C)CC(=O)Nc2ccccc2Cl)c1C | -7 | 6 | -13 | x | -5 |
| O=C(c1cc(COc2ccc(F)cc2F)on1)N1CCCC(c2ccccc2)C1 (stereo unspecified) | x | 2 | -4 | x | 0 |
| O=C(CSc1ccc2nnc(-c3ccccn3)n2n1)Nc1ccccc1F | x | 0 | 53* | -7 | 4 |
| Cc1ccccc1N(C(=O)CS(=O)CC(=O)Nc1ccc(F)cc1)C(C)C(=O)NC(C)(C)C (stereo unspecified) | -6 | -4 | -5 | 0 | 3 |
